mHTT-CaM PPI inh – mutant huntingtin-calmodulin interaction inhibitors – biochemical, AlphaScreen, primary screen; P42858; AlphaScreen His-mHTT/GST-CaM binding, luminescence; inhibition, % at 15 µM; actives 3.6% (n = 190,000); AID 1671202, 2021;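 further: 0% = both proteins with DMSO and 100% = one protein alone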
Pf apPOL inh – Pf-apPOL inhibitors, biochemical, fluorescence. Recombinant Pf-apPOL, molecular beacon fluorescence, 1.5 h. inhibition, % at 10 µM. actives 0.25% (n = 210,000)
Starred values were filed as active, the others as inactive; · = not tested or not shown; & = joins results of further samples. No stated cut-off is given here; in the data, active means inhibition above about 50%; inactive means the rest.

SMILES | mHTT-CaM PPI inh | Pf apPOL inh
COc1ccc(OC)c(NC(=O)c2c(NCc3cccc(F)c3)sc3c2CCC3)c1 | 73* | -16
COc1c(S(=O)(=O)N2CCN(c3ccccc3F)CC2)ccc(Cl)c1Cl | -20 | 0
Cc1c2cnc3nn(-c4ccccc4)c(=O)c-3cc2c(C)n1C | 2 | -9
Cc1nccn1-c1ccc(CNC(=O)C2CC2)cc1 | 8 | -5
CCNC(=O)c1coc(CN2CCN(c3cccc(C)c3C)CC2)n1 | 0 | -2
COc1ccc(-c2noc(-c3ccc(C)c(C)c3)n2)cc1 | -14 | -2
CCOc1ccc(NC(=O)CN(c2cc(C(F)(F)F)ccc2Cl)S(C)(=O)=O)cc1 | 0 | -7
Cc1nc(CNC(=O)C2CCN(C(=O)Nc3cccc(Br)c3)CC2)cs1 | 2 | -9
O=C(O)c1c[nH]c2ccc(S(=O)(=O)N3CCC4(CC3)OCCO4)cc2c1=O | 1 | -13
N#CC(=Cc1ccc(C(F)(F)F)cc1Cl)S(=O)(=O)c1ccccn1 | · | 2
CC1CCCN(c2nn(CC(=O)Nc3ccccc3Cl)c(=O)c3ccccc23)C1 (stereo unspecified) | 1 | -2
CCCCN(CC)C(=O)Cc1cn(C)c2ccccc12 | 8 | 0
OCCNCCSc1ccc(Cl)cc1 | 2 | -1
CCCCNC(=O)C1c2cc(OC)c(OC)cc2C(=O)N(C)C1c1ccc(SC)cc1 (stereo unspecified) | 15 | -4
O=C(CCc1nc2ccccc2n(Cc2c(F)cccc2Cl)c1=O)NCc1ccccc1 | 55* | -7
O=[N+]([O-])c1ccc(CSc2ccc(Cl)cc2)cc1 | -7 | -1
O=C(c1ccn2c(-c3ccc(F)cc3)nnc2c1)N1CCN(c2ccccc2F)CC1 | 4 | -2
O=C(c1ccco1)N1CCN(C(=O)c2nnn3c2COC(c2ccc(Cl)cc2)C3)CC1 (stereo unspecified) | 12 | -2
O=C(c1ccco1)N1CCN(c2ccc([N+](=O)[O-])c(NC3CC3)c2)CC1 | -1 | -1
CCOC(=O)CSc1ccc2nnc(-c3ccccc3)n2n1 | · | -8
CCc1ccc(NC(=O)N2CCC(c3nc4cccnc4n3CC)C2)cc1 (stereo unspecified) | 2 | -10
COc1cccc(C(=O)Nc2cccc(C(=O)NCC(C)C)c2)c1 | -8 | 1
CCN(CC)C(=O)CSc1ccc(S(=O)(=O)C(F)(F)F)cc1[N+](=O)[O-] | -3 | -10
O=S(=O)(NCc1cccs1)c1ccc2nc(-c3ccccc3)[nH]c2c1 | 6 | -7

Some of the entries so far, as a markdown table:
| SMILES | mHTT-CaM PPI inh | Pf apPOL inh |
| --- | --- | --- |
| CCc1ccc(NC(=O)N2CCC(c3nc4cccnc4n3CC)C2)cc1 (stereo unspecified) | 2 | -10 |
| COc1cccc(C(=O)Nc2cccc(C(=O)NCC(C)C)c2)c1 | -8 | 1 |
| O=S(=O)(NCc1cccs1)c1ccc2nc(-c3ccccc3)[nH]c2c1 | 6 | -7 |
| CCOC(=O)CSc1ccc2nnc(-c3ccccc3)n2n1 | · | -8 |
| O=C(c1ccco1)N1CCN(c2ccc([N+](=O)[O-])c(NC3CC3)c2)CC1 | -1 | -1 |
| OCCNCCSc1ccc(Cl)cc1 | 2 | -1 |

(continued)
SMILES | mHTT-CaM PPI inh | Pf apPOL inh
COc1ccc(CNC(=O)C(=O)Nc2cc(OC)ccc2OC)cc1 | 4 | -2
CCOc1ccc(-c2n[nH]c(C)c2Oc2ccccc2)c(O)c1 | 35&35 | 0&3
c1ccc(CNc2nnc(-c3nc(C4CC4)no3)c3ccccc23)cc1 | 17 | -8
CCn1c(-c2ccccc2)nc2ccccc21 | -5 | 6
Cc1n[nH]c(C)c1Oc1ccc(Cl)cc1 | · | 1
CCSc1nnc(NC(=O)c2ccc(N3CCCC3)nn2)s1 | 26 | -6
COc1cc(CN2CCCC2c2cc(C(C)C)no2)cc(OC)c1O (stereo unspecified) | 5 | 2
CCn1c(SCC(=O)Nc2cc(OC)ccc2OC)nnc1-c1ccc(Cl)cc1Cl | 17 | 0
O=C(Nc1ccc(Cl)cc1)N1CCc2nc[nH]c2C1 | -2 | -1
CN(CC(=O)Nc1ccc(F)cc1Cl)S(=O)(=O)c1ccc(Br)s1 | -4 | -3
O=C(Nc1cnc(N2CCOCC2)nc1)c1ccc(F)cc1 | -2 | -3
CC(=O)[C@@]1(O)CC[C@H]2[C@@H]3CCC4=CC(=O)CC[C@]4(C)[C@H]3CC[C@@]21C | · | 3
CN(C)c1nc2cc(C(=O)NCC3CC3)sc2n1-c1ccccc1 | 7 | 1
COc1ccc(NC(=O)C2CCN(c3cc(=O)n(C)c(=O)n3C)CC2)cc1OC | 39 | 0
O=C(NCc1ccccc1)C1CCCN(C(=O)c2ccccc2F)C1 (stereo unspecified) | 29 | 10
Cc1cccc(O)c1N=Cc1cc(Cl)ccc1O | 7 | -6
COc1cccc(OCCCOc2ccccc2F)c1 | -169 | -2
COc1cccc(C(=O)Nc2cccc3cccnc23)c1 | -46 | -2
Nc1cc(C2CCN(S(=O)(=O)c3cccc(Cl)c3)CC2)no1 | 4 | 0
Cc1c(C#N)c2ncnc(-c3ccccc3)c2n1-c1ccccc1 | -7 | -2
COc1cc(OC)cc(C(=O)NCCSc2c[nH]c3ccccc23)c1 | 16 | -9
CCCNC(=O)c1cnn2c3c(cnc12)CCCCCC3 | -3 | 0
CC(C)C(=O)N1CCN(c2nc3c(s2)CC(C(=O)N2CCCCC2)CC3)CC1 (stereo unspecified) | 1 | 2
CCOC(=O)c1nnn(-c2cc(Cl)cc(Cl)c2)c1Sc1ccccn1 | · | -6
CN1C2CCC1CC(OC(=O)C(CO)c1ccccc1)C2 (stereo unspecified) | · | 8&-6&-13
Cc1cc(C)n(C(=O)c2ccccc2Br)n1 | -3 | -5
COc1ccc(CNC(=O)c2cc3c(n2C)CCN(Cc2ccc(F)cc2)C3)cc1 | 31 | -3
O=C(O)c1cccc(NC(=O)c2cc(S(=O)(=O)Nc3cccc([N+](=O)[O-])c3)ccc2Cl)c1 | -2 | -4
Cc1ccc(S(=O)(=O)N2CCc3nc(NC(=O)c4ccccc4)sc3C2)cc1 | 16 | -4
CCOc1ccccc1NC(=O)c1cc(S(=O)(=O)NCCc2ccccc2)ccc1F | 39 | 1
Cc1ccc(-n2ncc3c(SCC(=O)Nc4nc(C)cs4)ncnc32)c(C)c1 | 2 | -4
Cc1cccc(-n2nc3c(c2NC(=O)c2cccs2)CS(=O)C3)c1C (stereo unspecified) | 5 | -30
O=C(NCCCn1ccnc1)c1ccccc1[N+](=O)[O-] | 2 | -1
Cc1ccc(-n2nc(C)c3sc(N4CCCN(C(=O)c5cnccn5)CC4)nc32)cc1 | 30 | 11
C#CCOc1ccc(C2CC(=O)Nc3n[nH]c(C)c32)cc1 (stereo unspecified) | 0 | -2
COc1cccc(-c2nnc(NC(=O)c3ccc(S(=O)(=O)N4CCCC(C)C4)cc3)o2)c1 (stereo unspecified) | 7 | 0
O=C(NCc1nc(-c2ccccc2)no1)c1cc(-c2ccco2)on1 | -11 | -4
CCOc1ccc(-n2c(O)c(C=NC(CO)(CO)CO)c(=O)[nH]c2=O)cc1 | -4 | -1
COc1cccc(/C=C2\N=C(c3ccc(Cl)cc3Cl)OC2=O)c1 | 7 | -3
CC(C)n1cnnc1C1CCN(C2CCNCC2)CC1 | -4 | -6
Brc1ccc(C=Nc2cccc3ncccc23)cc1 | 29 | -1
O=S(=O)(c1ccccc1)N(Cc1ccc(Cl)cc1)c1ncc(C(F)(F)F)cc1Cl | · | -9&-2
CCOc1ccccc1N1CCN(C(=O)C2CCN(Cc3ccc(OC)c(OC)c3)CC2)CC1 | -1 | 31
Cc1ccc(NC(=O)N2CCn3cccc3C2C)cc1 (stereo unspecified) | 6 | -4
COc1ccc(C(=O)N2CCC(Nc3cccnc3)C2)c(C)c1 (stereo unspecified) | -1 | -7
COc1ccc(OC)c(NC(=O)CCN2C(=O)c3ccncc3C2=O)c1 | 0 | 2
Cc1ncc(S(=O)(=O)c2ccc(Cl)cc2)c(N)n1 | · | -6
Cc1cc(C2CCCN2C(=O)c2cc(C(C)C)no2)no1 (stereo unspecified) | -4 | 5

The final three compounds of the section before open the next one:
SMILES | mHTT-CaM PPI inh | Pf apPOL inh
COc1ccc(OC)c(NC(=O)CCN2C(=O)c3ccncc3C2=O)c1 | 0 | 2
Cc1ncc(S(=O)(=O)c2ccc(Cl)cc2)c(N)n1 | · | -6
Cc1cc(C2CCCN2C(=O)c2cc(C(C)C)no2)no1 (stereo unspecified) | -4 | 5
COc1cc(N=Cc2nc(-c3ccccc3F)oc2O)c(C(=O)O)cc1OC | 0 | 2
CCc1ccc(C2CC(c3ccccc3Cl)n3ncnc3N2)cc1 (stereo unspecified) | 23 | 9
CC(=O)N1CCc2cc(S(=O)(=O)NCc3cccnc3)ccc21 | -4 | -9
Cc1cccc2nnc(N3CCCC(C(=O)Nc4cccc(F)c4)C3)n12 (stereo unspecified) | 8 | -1
O=S(=O)(NCCSC1CCCCC1)c1ccc(F)cc1 | -18 | -1
NC(CCCCNC(=O)c1ccccc1)C(=O)O (stereo unspecified) | -18 | -4
O=C(CN1C(=O)c2ccccc2C1=O)Nc1cccc(-n2cccc2)c1 | · | 0
CC(=O)Nc1ccc(Oc2c(F)c(F)nc(N3CCCC3)c2F)cc1 | 20 | -2
CCc1ccccc1NC(=O)Cn1ccc2c(=O)[nH]ccc21 | 23 | 30
CC12CC(NC(=O)N1c1ccc(Cl)cc1)c1cc(Br)ccc1O2 (stereo unspecified) | 20 | -2
Cc1c(C(=O)N2CCCC2)cccc1[N+](=O)[O-] | -3 | 4
COc1ccccc1NC(=O)N1CCCC1c1cc(C)on1 (stereo unspecified) | 0 | -4
Cc1cccc(NC(=O)c2ccoc2C)n1 | 8 | 3
CCc1onc(C)c1C1CCCN1C(=O)c1ccc2c(c1)OCO2 (stereo unspecified) | -3 | 1
CC1=NS(=O)(=O)N(C)C=C1C(=O)OCC(C)C | -17 | 2
CC(C)c1ccc(NC(=O)CSc2n[nH]c(=O)n2-c2ccc3c(c2)OCCO3)cc1 | · | -2
CC1(C2CC(C(F)(F)F)n3nc(C(=O)O)cc3N2)CC1 (stereo unspecified) | 3 | ·
CCN(CC)C(NC(=O)c1ccccc1[N+](=O)[O-])C(Cl)(Cl)Cl (stereo unspecified) | -2 | -4
O=C(CN1C(=O)C(=O)c2ccccc21)NCc1ccccc1 | 0 | -2
COc1ccc(CC(=O)NC2CCCCC2NC(=O)Cc2ccc(OC)cc2)cc1 (stereo unspecified) | 11 | -7
COc1cccc(-c2ccc(SCC(=O)Nc3ccccc3C(F)(F)F)nn2)c1 | -17 | -10
CCCCN(C)S(=O)(=O)c1ccc(C(=O)Nc2nnc(-c3cccc(OC)c3)o2)cc1 | 7 | -1
N#Cc1ccc(OCc2cn(CC(=O)c3ccc(O)cc3)nn2)cc1 | 5 | 9
COCCn1cc2c3c(cccc31)CN(C(=O)c1ccc(F)cc1)CC2 | 64* | -1
Cc1ccccc1CS(=O)(=O)CC(Nc1ccc(C(=O)O)cc1[N+](=O)[O-])C(=O)O (stereo unspecified) | 0 | 20
Cc1ccc(N(C(=O)COc2ccccc2)C2C=CS(=O)(=O)C2)cc1 (stereo unspecified) | -3 | -2
COc1cc(OC)cc(C(=O)N2CCC(Cc3nc4cccnc4n3C)C2)c1 (stereo unspecified) | 3 | -2
Cc1noc(-c2ccc(C(C)(C)C)cc2)c1C(=O)N1CCSCC1 | 40 | -7
Cc1cc(C)c(NC(=O)CSc2nnnn2-c2c(C)cc(C)cc2C)c(C)c1 | -1 | -8
COc1ccc(Br)cc1C1=N/C(=C/c2ccc(C)cc2)C(=O)O1 | -1 | -1
COc1cccc(NC(=O)Nc2nnc(-c3ccccc3OC)s2)c1 | -1 | -1
CCCn1c(C2CCN(S(=O)(=O)c3ccc(OC)cc3)C2)nc2cccnc21 (stereo unspecified) | 1 | -6
O=c1[nH]c2c(c(=O)[nH]1)C(c1cc([N+](=O)[O-])c(N3CCOCC3)cc1N1CCOCC1)O2 (stereo unspecified) | 4 | 7
COc1ccc2ccc(=O)oc2c1OC | -2 | ·
Cc1c(Cl)cccc1N=Cc1nc(-c2ccc(Br)cc2)oc1O | 2 | 0

Source: PubChem
